Screening results as filed in PubChem BioAssay.
Nrf2 block: blocks Nrf2 signaling; AID 504444; Potency, µM (top dose mostly 46 µM), for the others: at the top dose activity change, negative = inhibition, hits mostly inhibitors; A549 ARE-Fluc reporter, luciferase luminescence, 18-24 h; hit rate 2.1% among 360,000; also: potency is read from the fitted curve at half-maximal effect; % is scaled to controls: 0 for no effect and ±100 for the full control effect; nearly all actives have a fitted effect of over 60% in size
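A549 ARE_Fluc cells, 5000/well, 5% FBS OPTI-MEM; compounds in dose-response, 18-24 h at 37 °C/5% CO2; CellTiter-Fluor viability read (Ex 405/Em 525), then BugLite luciferase luminescence = Nrf2 activity.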
IL-2 act: activators of IL-2 | hit rate 0.065% among 360,000 | IL-2 activation reporter assay, cell-based qHTS; stimulated with anti-CD3/CD4/CD28 beads; in transgenic mouse T cells | activation, % (series mostly up to about 46 µM) | AID 652025; in the data active = activation above about 50%; inconclusive = mostly about 30% to 49%; also: 0% is about no effect
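EGFP and DsRed fluorescence is measured by plate cytometry in unstimulated transgenic mouse T cells exposed to compound for 60 minutes, then stimulated 18 hours at 37 degrees C with anti-CD3/anti-CD4 beads plus anti-CD28.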
ATXN viability: viability counter-screen for ATXN expression inhibitors | S2 cells (HEK-293 line with an ATXN2-luciferase reporter) viability, CellTiter-Fluor protease fluorescence, 24 h | Potency, µM (highest dose often 56.7 µM), usual class: cytotoxic | hit rate 0.49% among 400,000 | AID 651635; also: potency is read from the fitted curve at half-maximal effect; nearly all actives have a fitted effect of over 40% in size
HepG2 viability: counter-screen for TGF-b inhibitors: cytotoxicity in HepG2 cells. Potency, µM (doses to about 46.1 µM), for inactives: at the top dose activity change, negative = cytotoxicity, actives largely listed as cytotoxic. hit rate 0.76% among 410,000. HepG2 CAGA-GFP viability, ATP luminescence, 18 h; also: potency is read from the fitted curve at half-maximal effect; some results filed as inactive show a strong effect at the top dose
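CellTiter-Glo luminescence gave cytotoxicity after 18 hours at 37 degrees C. The cells were HepG2 CAGA-GFP in 1% FBS DMEM, stimulated with 500 pg/mL TGF-beta after compound addition. %Activity was normalised to no-cell wells (complete cell-killing) and DMSO (no toxicity), and curves were fitted and classified.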
EPAC2 agonist: activates human EPAC2 exchange factor. EPAC2 activation, biochemical qHTS; response scale: 100% = 6.5 mM cAMP response. Q8WZA2. Potency, µM (highest dose often 154 µM), inactives show at the top dose activation, usual class: activators. hit rate 0.079% among 360,000; also: potency is read from the fitted curve at half-maximal effect; nearly all actives have a fitted effect of over 50% in size
Target sequence (Q8WZA2 whole entry, looked up): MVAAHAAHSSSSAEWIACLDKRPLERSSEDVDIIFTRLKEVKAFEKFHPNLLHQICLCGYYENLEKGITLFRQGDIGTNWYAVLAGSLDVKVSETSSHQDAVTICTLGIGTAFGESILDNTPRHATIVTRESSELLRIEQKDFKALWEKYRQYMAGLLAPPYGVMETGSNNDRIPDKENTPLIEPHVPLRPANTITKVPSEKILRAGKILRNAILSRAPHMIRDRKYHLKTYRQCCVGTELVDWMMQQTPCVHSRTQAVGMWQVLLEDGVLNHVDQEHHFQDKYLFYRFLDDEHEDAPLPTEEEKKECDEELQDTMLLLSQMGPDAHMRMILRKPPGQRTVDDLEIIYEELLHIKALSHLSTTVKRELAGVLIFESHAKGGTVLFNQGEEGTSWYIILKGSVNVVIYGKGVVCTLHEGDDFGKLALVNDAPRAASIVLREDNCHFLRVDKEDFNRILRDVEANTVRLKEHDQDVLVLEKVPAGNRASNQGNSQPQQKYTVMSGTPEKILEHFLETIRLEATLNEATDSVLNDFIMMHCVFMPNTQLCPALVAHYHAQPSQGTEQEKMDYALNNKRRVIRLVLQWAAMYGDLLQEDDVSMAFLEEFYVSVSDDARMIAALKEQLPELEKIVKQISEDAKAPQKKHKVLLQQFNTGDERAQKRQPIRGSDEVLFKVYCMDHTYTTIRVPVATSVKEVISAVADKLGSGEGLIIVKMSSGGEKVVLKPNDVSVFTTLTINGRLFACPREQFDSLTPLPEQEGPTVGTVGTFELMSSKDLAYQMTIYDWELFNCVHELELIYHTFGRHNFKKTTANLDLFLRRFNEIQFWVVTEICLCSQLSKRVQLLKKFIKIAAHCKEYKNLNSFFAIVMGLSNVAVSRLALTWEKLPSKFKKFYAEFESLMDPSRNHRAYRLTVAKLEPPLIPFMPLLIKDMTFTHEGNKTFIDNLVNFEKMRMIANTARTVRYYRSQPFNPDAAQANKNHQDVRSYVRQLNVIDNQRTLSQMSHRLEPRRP
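Readout is BODIPY fluorescence (480 nm excitation, 540 nm emission), which falls as labeled GDP is exchanged off Rap1B. EPAC2 at 100 nM acted on 250 nM RAP1B-BODIPY-GDP with 50 uM GDP present.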
TGFb inhibitor: inhibitors of TGF-b signaling. HepG2 CAGA-GFP TGF-b/SMAD3 reporter, GFP fluorescence, 18 h; TGF-beta stimulated, 500 pg/mL final. Potency, µM (highest dose often 46.1 µM), without a hit: at the highest dose activity, negative = inhibition, usual class: inhibitors. hit rate 1.2% among 410,000; also: potency is read from the fitted curve at half-maximal effect; % is scaled to controls: 0 for no effect and ±100 for the full control effect; nearly all actives have a fitted effect of over 65% in size
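HEPG2 CAGA-GFP, 1000 cells/well; 2 h settle, 37 C; cpd via pin tool; TGF-b 500 pg/mL final; 18 h, 37 C; GFP imaging ex488/em500-530; %Activity normalised to -TGF-b and +DMSO controls; CRC fit, curve class.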
Nrf2 ARE act: activators of Nrf2 (ARE) signaling; AREc32 ARE-luciferase reporter (MCF7-derived line), luminescence, 24 h; Potency, µM (titrated, usually from 46.1 µM), for inactives: top-dose activation, hits mostly activators; hit rate 0.31% among 410,000; AID 624171; also: potency is read from the fitted curve at half-maximal effect; % of control where 0% means no effect; nearly all actives have a fitted effect of over 65% in size
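Reporter line AREc32 (ARE-Fluc), seeded overnight in OPTI-MEM with 5% FBS; compound pin-transferred, 24 hr at 37 deg C, 5% CO2; luminescent read-out.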
ATXN2 expr inh: ATXN2 expression inhibition; HEK-293 ATXN2-luciferase reporter, luminescence, 24 h; Potency, µM (series often up to 57 µM), for the others: at the top dose activity change, negative = inhibition, actives largely listed as inhibitors; hit rate 0.72% among 360,000; also: potency is read from the fitted curve at half-maximal effect; % is scaled to controls: 0 for no effect and ±100 for the full control effect; nearly all actives have a fitted effect of over 55% in size
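qHTS (up to 57 uM final) was run with 24 h compound exposure of reporter cells at 37 °C. Each well was multiplexed: SteadyGlo luminescence measured ATXN2-luciferase expression after a fluorogenic Gly-Phe-AFC viability readout (25 uM final).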
A549 tox: kills or reduces viability of A549 cells in Nrf2 counter-screen; Potency, µM (series often up to 46 µM), inactives show top-dose activity change, negative = cytotoxicity, actives largely listed as inhibitors; A549 ARE-Fluc cells, CellTiter-Fluor viability, 18-24 h; hit rate 0.16% among 390,000; AID 504648; also: potency is read from the fitted curve at half-maximal effect; % is scaled to controls: 0 for no effect and ±100 for the full control effect
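Cytotoxicity counterscreen: CellTiter-Fluor fluorescence was measured in A549 ARE_Fluc cells after 18-24 h of compound exposure in a concentration series. The subsequent BugLite luminescent read reports ARE-luciferase activity.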
* = called active by the depositor; i = inactive; u = inconclusive; x = no result given; & = joins results of further samples; [ ] = another dose, or the depositor's remark. Unless noted, calls follow the shape of the dose curve; as a rule, active = well fitted curve in the direction sought with a large enough effect; inconclusive = small, poorly fitted or top-dose-only effect, or another doubt; inactive = no such curve, though single readings can be large; an effect the other way counts as inactive or inconclusive.

Structure | HepG2 viability | Nrf2 ARE act | ATXN viability | ATXN2 expr inh | EPAC2 agonist | IL-2 act | A549 tox | TGFb inhibitor | Nrf2 block
COc1ccccc1-n1cccc1C=O | -8% | 0.3% | i | x | -3% | 0.7 | -10% | 1% | -7%
Cc1ccc(NC(=O)CCCC(=O)OC(C)C(=O)c2ccccc2)cc1 (configuration not stated) | -28% | -0.1% | i | 6% | 13% | -0.7 | -3% | -1% | 2%
COc1ccccc1Nc1nc(NCCO)nc(N)c1[N+](=O)[O-] | -48% | 1.4% | u | u | 19% | -0.9 | -14% | u | u
CCn1nc(C(=O)NNC(=O)c2ccccc2OCc2c(C)noc2C)c2ccccc2c1=O | -12% | -0.1% | i | -32% | 11% | -0.4 | 3% | -3% | -14%
CC1Cc2ccccc2N1CC(=O)NC(=O)NC1CCCC1 (configuration not stated) | -14% | 0.3% | x | -4% | 2% | 7.2 | -3% | -11% | -34%
COc1ccc(CC(=O)NCCC2=CCCCC2)cc1 | -10% | 1.8% | i | 3% | -9% | -1.4 | 13% | -13% | -6%
Cc1cc(C)c2c(=O)[nH]c(SCC(=O)NCCc3ccccc3)nc2n1 | -4% | 0.0% | i | 2% | 4% | -0.6 | 1% | -3% | 5%
COc1ccc(CCN(C)C(=O)N2CCOCC2)cc1OC | -17% | 0.1% | i | 10% | 0% | -0.4 | -1% | -18% | 19%
COc1ccc(C2=NS(=O)(=O)N(C)C(C(=O)N3CCN(C)CC3)=C2)cc1 | -1% | -0.4% | u | -11% | -4% | -3.5 | -16% | 1% | 8%
Cc1ccsc1-c1nc(CN2C[C@@H](C)O[C@@H](C)C2)c(C)o1 | -19% | -0.1% | i | -6%[11.3 µM] | -5% | 2.0 | -4% | -12% | -13%
Cc1c(Nc2c3ccccc3nc3ccccc23)c(=O)n(-c2ccccc2)n1C | -39% | 2.6% | i | -3% | 8% | 5.9 | 1% | 0% | 4%
COc1ccccc1N1CC(C(=O)Nc2nc(C)cs2)CC1=O (configuration not stated) | -3% | 3.0% | i | 8% | 2% | -2.9 | 0% | -1% | 3%
CCCC(=O)NC(=S)Nc1cccc(NC(=O)c2ccccc2)c1 | -9% | 4.8% | i | 11% | 9% | -0.6 | 1% | -1% | u
Cn1c(N)c(C(=O)Nc2c(Cl)cccc2Cl)sc1=S | 9% | -0.7% | i | -5% | 4% | 0.3 | -1% | -2% | -12%
CCOC(=O)C1=NN(c2ccc(C)cc2)CC1C(=O)OC (configuration not stated) | 7% | -0.5% | u | -3% | 8% | 2.2 | -15% | -11% | -9%
Cc1ccc(Cl)cc1NC(=O)COC(=O)Cn1cnc2c1c(=O)n(C)c(=O)n2C | -6% | 0.2% | i | -15% | 6% | 1.8 | 0% | 6% | 0%
CC1(C)CC(=O)C(/C=N/c2ccccn2)=C(O)C1 | 3% | 0.0% | i | -2% | -1% | -2.0 | 1% | 0% | -4%
O=C(CNC(=O)c1ccc(Cl)cc1)OCC(=O)N1CCCC1 | 2% | -0.6% | i | -4% | 2% | -4.4 | 1% | -4% | 1%
Cn1nnc(NC(=O)COc2ccc(C3CCCCC3)cc2)n1 | -4% | 2.1% | i | -1% | -12% | 0.0 | -3% | -8% | -10%
CC(=O)NC(=S)Nc1cccc2ccc(C)nc12 | -2% | 0.2% | i | -6% | 0% | -4.1 | 2% | -1% | -10%
Cc1csc(NC(=O)Cc2c[nH]c3ccccc23)n1 | 2% | 2.2% | i | 47%[activator] | -8% | 0.2 | -2% | 14% | u
Cc1cnc(CNC(=O)c2csc([C@@H]3O[C@H](CO)[C@H](O)[C@H](O)[C@H]3O)n2)cn1 | -1% | 0.6% | i | 3% | 6% | -0.2 | x | 4% | x
O=C(NCCc1cn[nH]c1)c1ccc2oc(CCc3ccccc3)nc2c1 | -18% | 5.9% | i | x | 6% | -0.3 | x | -10% | x
CC(C)(C)C(=O)Nc1ccccc1N1CCN(c2ccc(F)cc2)CC1 | -13% | -0.1% | i | -28% | 4% | 0.7 | 7% | -23% | 1%
Cc1csc2nc(COC(=O)c3ccccc3NC(=O)c3ccc(F)cc3)cc(=O)n12 | -10% | 0.6% | x | x | x | x | -6% | -1% | x
COc1c(C)cccc1C(=O)Nc1cc(Cl)ccc1N1CCOCC1 | -1% | 0.6% | u | -15% | -7% | 0.4 | -2% | -7% | -18%
C(=NOCc1ccccc1)c1ccccn1 | -64% | 3.9% | x | x | -4% | 4.7 | x | -9% | x
COC(=O)COc1cc(OCC(=O)OC)c2c(-c3ccccc3)cc(=O)oc2c1 | -7% | -0.8% | i | -14% | 6% | 0.0 | -1% | -28% | 2%
COc1ccc(Oc2coc3c(CN(C)C)c(O)ccc3c2=O)cc1 | -13% | -0.2% | i | 0% | 4% | -2.6 | 0% | 3% | 11%
O=C(Cc1ccc(F)cc1)NCc1nc2cccnc2n1Cc1ccc(F)cc1 | -23% | 3.3% | x | x | x | x | 9% | -23% | x
Cc1cc(F)ccc1NC(=O)CCS(=O)(=O)c1ccc2c(c1)CC(C)N2C(=O)C1CC1 (configuration not stated) | -2% | -0.3% | x | x | x | x | -3% | u | -26%
CC(C)CNC(=O)C1(N2C(=O)c3ccccc3C2=O)CCCC1 | 6% | -0.1% | i | -6% | 11% | 1.3 | -11% | 7% | -26%
COc1ccc(/C=C2\N=C(c3ccccc3Cl)NC2=O)cc1 | -25% | 2.9% | i | x | 9% | 3.3 | 2% | -20% | 17%
CCCCC1(COC(=O)CCC(=O)O)C(=O)N(c2ccccc2)N(c2ccccc2)C1=O | -9% | -0.3% | i | -8%&14% | 8% | 1.5 | -3% | 2% | 1%
COC(=O)c1cccc(C(=O)N2CCC(CO)(Cc3ccccc3Cl)CC2)c1 | -20% | -0.4% | i | -5% | -4% | -2.5 | 0% | u | -9%
CCn1nc(C)c(CNC(=O)Nc2ccccc2C(=O)OC)c1C | -9% | 2.1% | i | -19% | 18% | -0.6 | -2% | -11% | u
CC1CCc2c(sc3nc(C4CC4)nc(N4CCN(C(=O)c5ccco5)CC4)c23)C1 (configuration not stated) | 10µM* | -0.3% | u | u | -4% | -2.6 | u | u | u
Cc1c(NC(=O)C(C)Oc2ccc(Br)cc2Cl)c(=O)n(-c2ccccc2)n1C (configuration not stated) | -19% | 2.3% | i | -3% | 1% | 0.4 | -4% | 0% | u
COc1ccccc1C=C1CCc2ccccc2C1=O | -51% | u | i | 47%[activator] | 8% | -0.1 | x | u | x
Cc1cc(=O)oc2cc(OCC(=O)N3c4ccccc4NC(=O)C3(C)C)ccc12 | 2% | 0.6% | u | -25% | 3% | 0.5 | 2% | 10% | -15%
CCNC(=O)NC(=O)C(C)OC(=O)c1cc(S(=O)(=O)N2CCCCCC2)ccc1OC (configuration not stated) | -2% | 0.5% | i | -10% | 7% | -2.1 | 9% | -26% | -23%
O=C(Cn1c(=O)n(Cc2ccccc2)c(=O)c2ccccc21)NCc1ccco1 | -4% | 1.6% | i | 9% | -7% | 0.8 | 5% | 3% | u
O=C(CSc1nnc2ccc(-c3ccccn3)nn12)Nc1cccc(F)c1 | -16% | 0.5% | x | x | -12% | 3.6 | x | -16% | x
COc1ccc(CNC(=O)c2ccc(C(C)(C)C)cc2)cc1 | -15% | 5.9% | i | 34% | 4% | -0.6 | 1% | 2% | u
O=[N+]([O-])C1=CC=C2C(=NC3(CCCCC3)N2O)C1=NCCc1ccccc1 | 5% | 6.4% | i | 8% | -2% | 1.4 | 2% | 18% | -2%
CCC[C@@H]1CCCO[C@@](C(=O)NCc2cc(C)n(C)n2)(C(F)(F)F)C1 | -17%&-16% | 2.7% | i | -9% | 4% | 0.1 | -2%&2% | -6%&-2% | -16%&2%
Cc1ccc2c(c1)N(C(=O)CCC(=O)NCc1cccnc1)CC(C)O2 (configuration not stated) | -3% | -0.5% | i | -22% | 7% | -1.7 | -12% | 10% | -3%
CC1CC(C)(C)NC(=S)N1CCC(=O)Nc1ccc2c(c1)OCCO2 (configuration not stated) | -37% | 0.1% | u | -19% | -2% | -0.2 | -19% | -23% | u
COC(=O)c1ccc(CO/N=C(\NC(C)=O)c2nonc2NC(C)=O)cc1 | 13% | -0.1% | i | -8% | 2% | 0.6 | 2% | 14% | 3%
CCc1ccccc1NC(=O)Cn1c(=O)n(CCc2ccccc2)c(=O)c2ccccc21 | 1% | -0.1% | i | 8% | x | x | 2% | -4% | 13%

(list continues)
Structure | HepG2 viability | Nrf2 ARE act | ATXN viability | ATXN2 expr inh | EPAC2 agonist | IL-2 act | A549 tox | TGFb inhibitor | Nrf2 block
S=C(NCC1CCCCC1)Nc1ccc(Oc2ccccc2)cc1 | -13% | 0.3% | u | u | 3% | -5.4 | -23% | u | u
CC(C)=CCN1CCN(Cc2cccc3nccnc23)CC1CCO (configuration not stated) | -2% | -0.3% | i | x | -1% | 3.0 | 18% | -4% | u
Cc1c(CCC(=O)NCCCn2ccnc2)c(=O)oc2cc3oc4c(c3cc12)CCCC4 | -36% | 0.4% | u | u | -2% | -1.5 | -6% | -18% | u
CC[C@H](C)[C@H]1CNC(=S)N1CC1CCN(CC)CC1 | 6% | -0.6% | i | 1% | 1% | -2.0 | x | 4% | x
O=C(NC1C2CCCC1CN(C1CC1)C2)c1ccc(Cl)cc1 (configuration not stated) | -1% | 0.0% | i | x | -5% | 0.0 | 11% | 1% | -4%
CC(=O)N1CCN(S(=O)(=O)c2ccc(C)c([N+](=O)[O-])c2)C1C(C)C (configuration not stated) | 5% | -0.4%[9.22 µM] | i | -3% | -1% | -0.4 | 0% | 7% | -3%
